# APJ ag: activates the human apelin receptor APJ; P35414; CHO-K1 APJ PathHunter beta-arrestin, luminescence; 0% DMSO wells, 100% apelin; activation, % at 20 µM; hit rate 0.11% among 330,000;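 active = activation more than six SD over the plate average, tested at 20 µM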;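 note: 0% = DMSO alone and 100% = apelin-13 at 10 nM; some results filed as inactive read as strong as hits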
#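 Test system – PathHunter CHO-K1 APJ (AGTRL-1) beta-arrestin reporter cells · Input – 1000 cells/well · Compound – single test compound dose, 20 µM final, 1% DMSO · Times – compound stimulation 90 min at 25 °C, detection 60 min · Technique – beta-gal luminescence · Read-out basis – APJ–arrestin association signal · Control set – negative DMSO alone, positive Apelin-13 at 10 nM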
# APJ antag: blocks the human apelin receptor APJ; inhibition, % at 20 µM; CHO-K1 APJ beta-arrestin complementation, luminescence; AID 2521; hit rate 0.32% among 330,000;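 active = inhibition above about 40% at 20 µM, limit read from the data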;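 note: cells challenged with 10 nM apelin-13 agonist together with compound; plate controls were apelin-13 plus DMSO wells for no effect and DMSO wells lacking apelin-13 for full effect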
# UPR CHOP act: apoptotic UPR (CHOP) activation; activation, % at 10 µM; hit rate 0.34% among 330,000; CHO-CHOP luciferase reporter, luminescence; percent of tunicamycin response over DMSO baseline; AID 449763;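 active = at 10 µM dose, activation of 40% or more, normalized to positive control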;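 note: 100% = tunicamycin at 10 µg/mL and 0% = DMSO alone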
#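 Evaluation: % reporter activation, DMSO baseline versus tunicamycin full activation; System: CHO-CHOP luciferase reporter cell line; Input: 500 cells/well; Incubation: 6 h compound treatment, 37 °C; Measured by: Steady-Glo luciferase luminescence; Dosing: one dose, 10 µM in 0.5% DMSO; Buffer or medium: F12 medium, 10% FBS; Benchmarks: positive tunicamycin 10 µg/mL, negative DMSO alone.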
# Mdm2 MdmX PPI: inhibitors of human Mdm2/MdmX interaction; SaOS-2 split-luciferase Mdm2/MdmX complementation, luminescence; inhibition, % at 8 µM; hit rate 3% among 330,000;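 active = inhibition of at least 50% at 8 µM in the primary screen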
# tim10-1 inh: inhibits growth of tim10-1 mutant yeast; inhibition, % at 20 µM; S. cerevisiae tim10-1 ts strain growth, BacTiter-Glo, 24 h; hit rate 2.2% among 330,000; AID 463190;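 active = inhibition of at least 40%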;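 note: mutant grown at 25 °C; 0% = DMSO wells with yeast and 100% = wells holding no yeast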
# tim23-1 inh: inhibits growth of tim23-1 mutant yeast | AID 463212 | S. cerevisiae tim23-1 growth, BacTiter-Glo luminescence, 24 h | hit rate 1.3% among 330,000 | inhibition, % at 20 µM;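 active = growth inhibition of the mutant yeast at or above 50%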;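 note: temperature-sensitive mutant grown at 25 °C; plate controls were DMSO-treated mutant yeast for no effect and medium wells lacking yeast for full effect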
# TIM10 inh: TIM10 yeast growth inhibition. AID 463195. hit rate 1.4% among 330,000. S. cerevisiae TIM10 strain growth, BacTiter-Glo luminescence, 24 h. inhibition, % at 10 µM;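 active = inhibition of 40% or more at the single tested concentration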;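 note: wild-type TIM10 isogenic control strain grown at permissive 25 °C; 0% = DMSO yeast wells and 100% = minimal medium wells without yeast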
# CXCR6 block: CXCR6 (human) receptor inhibition. hit rate 0.36% among 360,000. CHO-K1 PathHunter CXCR6 beta-arrestin, luminescence. inhibition, % at 20 µM. AID 602244. O00574; in the data active = inhibition above about 34%, passing the limit was not always enough;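 note: antagonist mode with CXCL16 agonist at 10 nM final; 0% = 10 nM CXCL16 with DMSO and 100% = unstimulated wells without agonist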
# XBP1 UPR activ: adaptive UPR (XBP1) activation; activation, % at 20 µM; CHO-XBP1 luciferase reporter, IRE1-XBP1 UPR activation, luminescence; percent of tunicamycin response, DMSO as zero; hit rate 0.33% among 330,000;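 active = versus positive control, 20 µM dose yields 30% or more activation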;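 note: 100% = tunicamycin at 10 µg/mL and 0% = DMSO only wells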
#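 Material: IRE1-XBP1 luciferase reporter CHO line / Quantity: one thousand reporter cells per well / Buffer or medium: F12 with 10% serum / Compound: 20 µM single concentration, DMSO 1% / Times: 6 h treatment, 37 °C / Detection: Steady-Glo luciferase glow luminescence, 10 min after reagent addition / Benchmarks: tunicamycin high, DMSO low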
# Starred values were filed as active, the others as inactive; . = not tested or not shown.
# Values run as follows: APJ ag	APJ antag	UPR CHOP act	Mdm2 MdmX PPI	tim10-1 inh	tim23-1 inh	TIM10 inh	CXCR6 block	XBP1 UPR activ
1	COc1ccc(NC(=O)CSc2ccc3nnc(-c4ccccn4)n3n2)c(OC)c1
  5	-33	-1.1	3	5	18	1	9	-3
2	CC(C)(C)OC(=O)N[C@H]1C=C[C@@H](OC(=O)CC(=O)OCC(F)(F)F)C1
  .	.	-0.1	19	3	25	-1	-10	2
3	COc1ccc(NC(=O)C(C)Oc2ccc(/C(C)=N\O)cc2)cc1 (stereo not given)
  1	0	0.0	-35	7	5	-2	-12	0
4	Cc1cccc(NC(=O)Nc2c(C)n(C)n(-c3ccccc3)c2=O)c1C
  6	-6	1.6	7	-3	1	7	14	-2
5	CCOCCCn1c(=N)c(C(N)=S)cc2c(=O)n3cccc(C)c3nc21
  -3	10	0.8	19	32	-8	-11	16	5
6	CCOC(=O)/C(=N/Nc1ccccc1)Sc1nnnn1-c1ccc(C)cc1
  -2	10	-1.1	8	3	25	7	-1	-2
7	CC(C)(O)C(=O)NNC(=S)Nc1ccc(F)c(Cl)c1
  -6	28	-2.2	25	6	12	-9	4	-2
8	O=S(=O)(c1cc(F)ccc1F)N1CCC2(CC1)OCCN2S(=O)(=O)c1cccs1
  1	8	1.9	1	17	32	4	4	0
9	O=C(Cn1nc(Cc2cccnc2)c2ccccc2c1=O)N1CCN(c2ccccn2)CC1
  -3	30	0.0	-6	20	11	19	5	-1
10	O=c1[nH]c2cc(Cl)ccc2n1-c1ccccc1
  -2	3	-1.4	3	14	13	15	18	2
11	C/C(=N\NC(=O)c1ccc2ccccc2c1)c1cccs1
  -1	10	5.0	-115	5	12	9	1	0
12	CCOC(=O)c1ccc(NC(=O)Nc2ccc(Cl)cn2)cc1
  -3	-3	1.1	-15	5	5	-14	-2	1
13	COc1ccc(-c2cc(C(=O)N3CCC3)c3ccccc3n2)cc1OC
  -4	7	0.3	-6	18	21	17	13	-1
14	CCOc1cc(NC(=S)NCCOC)c(OCC)cc1NC(=O)c1ccco1
  -3	7	-0.6	-4	2	13	8	-5	-1
15	CC(=O)N1CCN=C1SCc1cccc(C)c1
  0	3	-0.2	-9	8	-1	7	-5	-4
16	COc1ccccc1C(=O)Nc1nc(N)n(-c2ccccc2)n1
  -1	0	-0.1	14	12	13	13	9	2
17	CC(C)CNC(=O)c1cc([N+](=O)[O-])ccc1N1CCCCC1
  -3	3	-0.4	-9	18	14	7	2	-2
18	CC(=O)c1ccc(NC(=O)CN(c2c(C)cccc2C)S(C)(=O)=O)cc1
  -2	-5	5.4	-45	0	0	0	0	-1
19	Cc1[nH]c2ccc(F)cc2c1CCN(Cc1ccncc1)C(=S)Nc1ccc(F)cc1
  -2	-13	0.9	-8	42*	30	-4	2	-6
20	CCC(C(=O)NCCC(C)C)N(Cc1ccccc1Cl)C(=O)c1snc(C(N)=O)c1N (stereo not given)
  -6	21	0.6	7	19	29	15	24	-6
21	COc1cccc(NC(=O)CN(C)C(=O)CSc2ncnc3sc(C)c(C)c23)c1
  -1	1	-1.1	9	4	8	-6	6	-3
22	COc1cc(OC)cc(OC(=O)C2CCN(C3=NS(=O)(=O)c4ccccc43)CC2)c1
  -1	-2	-1.5	-34	7	-5	8	-5	0
23	CCOc1cc2oc(=O)c3c(c2cc1Cl)CCC3
  -7	22	0.6	10	10	12	13	-10	4
24	COc1ccc(-c2noc(-c3ccccc3Cl)n2)cc1OC
  -6	5	3.9	-159	26	24	32	-10	4
25	O=C(c1nn2c(C(F)(F)F)cc(-c3cccs3)nc2c1Cl)N1CCCc2ccccc21
  -3	5	0.5	31	28	37	28	19	-3
26	Brc1cccc(-c2nnc(SCc3nc4ccccc4[nH]3)o2)c1
  2	-11	-3.4	17	25	24	4	-8	2
27	O=C(NCc1ccco1)C1CCCN(S(=O)(=O)c2cccc3cccnc23)C1 (stereo not given)
  -4	17	-1.1	-39	-1	3	7	1	0
28	O=C(CC1C[C@H](C(=O)N2CCOCC2)[C@@]2(CCC3CCCC3)c3[nH]c4ccccc4c3CCN2C1=O)NCCN1CCOCC1 (stereo not given in full)
  -3	8	2.0	20	-3	4	12	-14	1
29	O=S(=O)(NC1C2CC3CC(C2)CC1C3)c1ccc(F)cc1 (stereo not given)
  -1	-31	2.0	-1	19	30	1	0	-2
30	O=C(CSc1ncn[nH]1)NCCC(c1ccccc1)c1ccccc1
  -2	20	-1.6	25	5	9	-3	-1	-3

# Full records as entered above. Values in the order: APJ ag	APJ antag	UPR CHOP act	Mdm2 MdmX PPI	tim10-1 inh	tim23-1 inh	TIM10 inh	CXCR6 block	XBP1 UPR activ
# `Brc1cccc(-c2nnc(SCc3nc4ccccc4[nH]3)o2)c1` across the screens: 2	-11	-3.4	17	25	24	4	-8	2
# `O=C(CC1C[C@H](C(=O)N2CCOCC2)[C@@]2(CCC3CCCC3)c3[nH]c4ccccc4c3CCN2C1=O)NCCN1CCOCC1` (stereo not given in full) across the screens: -3	8	2.0	20	-3	4	12	-14	1

# (next part)
# Values run as follows: APJ ag	APJ antag	UPR CHOP act	Mdm2 MdmX PPI	tim10-1 inh	tim23-1 inh	TIM10 inh	CXCR6 block	XBP1 UPR activ
31	COc1ccc(S(=O)(=O)N2CCN(Cc3ccccc3)CC2)cc1
  2	-2	1.5	-26	48*	41	12	-9	-2
32	Cc1cc(OC(C)C(=O)NCCCn2ccnc2)c2c(C)cc(=O)oc2c1 (stereo not given)
  0	5	-0.6	16	20	-7	-14	9	-5
33	CC(=O)c1cccc(NC(=O)[C@@H](NC(N)=O)C(C)C)c1
  -2	16	0.2	10	10	14	5	-4	5
34	Cn1ccnc1Sc1nnnn1-c1ccccc1
  -1	2	-0.1	11	-11	2	-1	9	-3
35	CC(Cc1ccccn1)NC(=O)c1ccc(OC2CCN(Cc3ccccn3)CC2)cc1 (stereo not given)
  -3	1	-1.2	7	13	5	-3	-8	-3
36	CCc1ccc(N2CC(C(=O)OCC(=O)NC3CCS(=O)(=O)C3)CC2=O)cc1 (stereo not given)
  -3	-1	0.1	3	9	3	-16	-6	1
37	COc1ccccc1C(=O)NCCC(=O)Nc1ccncc1
  -3	-14	0.4	23	-32	-15	-5	2	2
38	COCCCNC(=S)N1CCN(c2nc(-c3ccccc3)cs2)CC1
  -2	6	2.3	14	40*	36	6	-12	-1
39	NC(=S)N/N=C/c1ccc([N+](=O)[O-])cc1
  0	-8	1.0	-4	18	11	12	1	-2
40	CCOC(=O)c1[nH]ncc1CN1CCc2ccc(NC(=O)C3CCCO3)cc2C1 (stereo not given)
  2	-6	0.8	20	-10	-12	-8	3	-5
41	Cc1ccc(NC(=S)N(CCN2CCCCC2)Cc2ccco2)cc1C
  -3	-3	0.8	16	14	0	-9	8	-3
42	O=C1CCCN1CCC(=O)N1CCCC(Nc2ccc(F)c(F)c2)C1 (stereo not given)
  -4	-4	0.0	-8	9	0	21	3	-1
43	O=C1OCCC1Sc1nnc(-c2ccc(Cl)cc2Cl)o1 (stereo not given)
  -4	2	-5.9	77*	17	-1	3	-6	-7
44	Cc1cc2c(c(N3CCOCC3)n1)C(=O)OC2
  -3	4	0.1	-2	-6	-2	-9	-18	-3
45	c1ccc(-c2ccc(-c3cn4c(n3)CCC4)cc2)cc1
  -2	3	0.1	-83	-20	41	-119	-4	-3
46	Fc1ccc(NC(=S)N/N=C/c2cccc(Br)c2)c(F)c1
  -3	-3	0.7	41	38	13	22	2	0
47	O=C(COC(=O)c1ccc(O)cc1O)Nc1nnc(-c2ccccc2)o1
  -4	5	-1.0	-16	-1	12	-2	-2	-1
48	CSc1nc2nc(-c3cccs3)cc(C(F)(F)F)c2c(=O)[nH]1
  0	-12	0.0	-32	5	10	7	-9	-4
49	COCC(=O)Nc1sc2c(c1C(=O)OC)C(C(=O)OC)CC2 (stereo not given)
  -4	1	-0.7	26	43*	14	-6	1	-1
50	CC(OC(=O)c1cc2sccc2n1C)C(=O)NCCc1ccccc1 (stereo not given)
  -3	21	-0.6	28	15	20	3	1	-1
51	O=C(CCc1nc2sc3c(c2c(=O)[nH]1)CCCC3)NCC(=O)Nc1ccccc1Br
  -3	34	-1.2	17	9	6	11	-2	0
52	Cc1ccc(C)c(NS(=O)(=O)c2ccc(OCC(=O)NCc3cccnc3)cc2)c1
  -1	-2	-1.1	5	5	-1	1	-6	-2
53	CCOC(=O)C1(C)NC(c2ccco2)C2C(=O)N(c3ccc(C)cc3)C(=O)C21 (stereo not given)
  -2	-1	-0.5	0	18	9	11	-10	0
54	CC(=NNC(=O)Cn1ccc(C(F)(F)F)n1)c1ccc(-n2ccnc2)cc1
  4	-3	-1.4	6	-48	-7	-21	-8	-4
55	COc1ccc(N2CCN(C(=O)CNC(=O)c3nn(-c4ccc(OC)cc4)c(=O)c4ccccc34)CC2)cc1
  0	17	1.4	19	5	15	18	10	-3
56	COc1cc(/C=N/NC(=O)CC(=O)NC2CCCCC2)ccc1O
  -1	-5	0.1	18	-18	6	-4	1	1
57	CC(=O)N1CCN(c2nc(-c3ccco3)c3c(c2C#N)CC(C)(C)SC3)CC1
  -4	11	-1.7	2	7	15	12	-1	-3
58	Cn1cc(C(=O)NCc2cccnc2)c(=O)c2cc(S(=O)(=O)N3CCCCCC3)ccc21
  -3	5	-0.5	20	-6	-6	10	.	0
59	O=C(Nc1c(-c2ccccc2)nc2sccn12)c1ccccc1
  -3	9	-1.5	-7	-50	-24	11	0	-2
60	Cc1cccc(NS(=O)(=O)c2ccc(C)c(C(N)=O)c2)c1
  -2	0	-1.0	-25	4	-1	13	-13	-4
61	NC(=O)c1c(NC(=O)C2c3ccccc3Oc3ccccc32)sc2c1CCCCC2
  -1	5	2.5	4	32	21	9	2	0
62	C=C(C)Cn1c(CCNC(=O)c2ccco2)nc2ccccc21
  1	9	-0.6	-12	-6	1	-7	3	-6
63	O=C(OCC(=O)N1CCN(C(=O)c2ccco2)CC1)c1sc2ccccc2c1Cl
  -4	17	2.3	12	17	18	13	4	-1
64	Cc1ccc(S(=O)(=O)NCc2nc(-c3ccccc3)no2)cc1
  -3	-2	-0.3	4	8	22	-9	1	-3
65	CCOC(=O)c1cc2c(=O)c3ccccc3oc2nc1C
  0	10	7.8	-95	-1	12	17	9	-4
66	COC(=O)c1cc(C(=O)OC)cc(-n2c(C)cc(C=O)c2C)c1
  -3	13	-2.9	5	6	12	4	-2	0
67	COc1cccc(/C=N/NC(=O)c2cc3c(OC)cccc3[nH]2)c1O
  -1	0	-1.0	11	4	1	0	-1	-2
68	COC(=O)c1cccc(-n2nnnc2SCC(=O)Nc2cc(C)on2)c1
  -2	-25	-3.0	11	10	-1	-13	-7	-3
69	COc1ccc(Cl)cc1NC(=O)CN1C(=O)NC2(CCCC2)C1=O
  0	12	-1.0	-27	-17	1	8	4	-2
70	Cc1cc(C)c2nc(-c3ccncc3)cc(C(=O)N3CCN(Cc4ccccc4Cl)CC3)c2c1
  7	-9	2.3	46	21	39	8	8	-2

# Assay outcomes deposited in PubChem by Sanford-Burnham Center for Chemical Genomics.

# Some of the compounds tested, so the mix of outcomes need not match the whole.
